aSyn 5UTR inh: MLPCN primary screen, SNCA 5' untranslated region; hit rate 0.82% among 300,000; inhibition, % (tested at 7.5 µM); alpha-synuclein 5'UTR reporter, inhibitor activity; in the data active = inhibition above about 60%;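 note: H4 neuroglioblastoma cells stably carrying SNCA 5'UTR luciferase fusion; 0% = DMSO wells and 100% = positive control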
GSK3A inh: inhibitors of human GSK-3 alpha kinase; P49840; inhibition, % at 10 µM; ADP-Glo luminescence, 60 min; AID 2650; hit rate 0.1% among 320,000;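 in the data active = inhibition above about 50%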;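 note: GST-tagged GSK-3 alpha with peptide substrate and 25 µM ATP; 0% = DMSO neutral wells and 100% = GW8510 positive control wells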
Target sequence (P49840 whole entry, looked up): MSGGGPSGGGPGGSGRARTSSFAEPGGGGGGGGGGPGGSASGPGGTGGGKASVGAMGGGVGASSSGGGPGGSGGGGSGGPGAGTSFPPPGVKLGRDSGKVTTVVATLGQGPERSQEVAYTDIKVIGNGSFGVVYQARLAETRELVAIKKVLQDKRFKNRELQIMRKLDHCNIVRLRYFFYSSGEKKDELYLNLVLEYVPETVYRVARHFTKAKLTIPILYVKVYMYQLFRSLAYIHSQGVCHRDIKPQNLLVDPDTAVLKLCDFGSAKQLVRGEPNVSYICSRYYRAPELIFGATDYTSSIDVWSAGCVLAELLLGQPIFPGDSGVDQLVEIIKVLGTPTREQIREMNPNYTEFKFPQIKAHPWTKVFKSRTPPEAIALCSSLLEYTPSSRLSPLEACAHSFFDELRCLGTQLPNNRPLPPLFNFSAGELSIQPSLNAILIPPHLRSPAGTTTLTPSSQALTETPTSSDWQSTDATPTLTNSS
AI-2 QS mod: modulators of Vibrio harveyi AI-2 quorum sensing system | activity change, % at 7.5 µM | AID 2094 | hit rate 0.4% among 300,000 | Vibrio harveyi JMH597 AI-2 luminescence/OD600 ratio, 9 h; hits give low values; strain lacks LuxN and CqsS sensors; 0 = neutral-control median; in the data active = activity change below about -75%, passing the limit was not always enough;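 note: luminescence divided by OD600 gain over 9 h not by final OD600 alone; inactives centre near 13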
HSF-1 act: increases HSF-1 driven luciferase reporter signal. hit rate 1.7% among 300,000. NIH3T3-HGL HSF-1 luciferase reporter, MG132, 8 h; 100% = twice DMSO control signal. activation, % at 9 µM. AID 504408;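 active = mean replicate activation of at least 50% with a set share of replicates each reaching 50%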;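 note: 0% = median of the neutral control wells and 100% = twice that signal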
PolyA inhibitor: yeast polyadenylation inhibition; S. cerevisiae SKY197-pL101 polyadenylation reporter, beta-gal luminescence; efflux-impaired pdr1/pdr3 knockout yeast; score 100 = 6 SD above DMSO; calls only at 12 µM; hit rate 0.02% among 300,000; AID 1875;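 active = lowest replicate activity score at least 50, where 100 means six control SD above control mean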;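 note: yeast exposed to compound for 9 h at 30 °C; higher score means more reporter readthrough which indicates perturbed polyadenylation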
GSK3B inh: inhibitors of human GSK3beta kinase; P49841; GST-GSK3beta kinase, ADP-Glo luminescence, 60 min; hits give low values; activity score (negative = inhibition), % at 10 µM; hit rate 0.038% among 300,000; AID 2097;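 active = more than half of replicate wells score below -50%, meaning over 50% inhibition versus plate controls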;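 note: 0% = median DMSO wells and -100% = median GW8510 positive control wells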
Target sequence (P49841 whole entry, looked up): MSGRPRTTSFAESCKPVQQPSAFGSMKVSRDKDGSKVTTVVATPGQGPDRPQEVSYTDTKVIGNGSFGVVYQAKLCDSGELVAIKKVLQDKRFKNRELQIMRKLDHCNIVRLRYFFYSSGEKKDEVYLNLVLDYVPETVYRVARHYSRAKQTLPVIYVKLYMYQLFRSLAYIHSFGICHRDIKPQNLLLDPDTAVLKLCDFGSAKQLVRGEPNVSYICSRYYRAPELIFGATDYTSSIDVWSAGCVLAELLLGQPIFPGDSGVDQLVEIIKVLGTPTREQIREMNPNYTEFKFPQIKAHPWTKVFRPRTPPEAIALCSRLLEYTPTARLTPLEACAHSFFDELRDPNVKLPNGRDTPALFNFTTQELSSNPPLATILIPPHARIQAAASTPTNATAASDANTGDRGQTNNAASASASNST
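Test system – GST-tagged human GSK3beta kinase, cell-free · Incubation – 60 min enzyme reaction, room temperature · Signal – ADP-Glo luminescence · Also added – peptide substrate and ATP at 25 µM · Controls – DMSO neutral wells and GW8510 at 20 µM as positive · Buffer or medium – Tris/MgCl2 kinase buffer · Measure – Luminescence-derived activity versus plate DMSO and GW8510 wells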
HSF1 inh: HSF1 inhibition; NIH3T3-HGL HSE-luciferase, MG132-induced, luminescence 8 h; hits give low values; activity change, negative = inhibition, % at 7.5 µM (by protocol); hit rate 0.77% among 300,000; AID 2098;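 active = more than half of replicate wells show activity change below -50%, luminescence cut by over half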;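 note: luciferase reports HSF-1 transcriptional activity via heat shock element; 0% = median of DMSO wells and -100% = zero luminescence signal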
KLF5 inh: inhibitors of KLF5 expression | inhibition, % at 5 µM | AID 1700 | hit rate 0.23% among 290,000 | DLD-1 KLF5 promoter-luciferase reporter, luminescence;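 active = inhibition above a per-plate limit of that plate's mean compound inhibition plus 3 SD, cut at about 60% in these data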;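 note: 0% = DMSO wells and 100% = LY294002 at 200 µM; higher means less KLF5 promoter-driven luciferase light; inactives centre near -14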
HSP90 refold inh: HSP90 refolding inhibition in rabbit reticulocyte lysate; luciferase refolding luminescence, 3 h; inhibition, % at 5.6 µM; hit rate 0.91% among 290,000; AID 1789;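 active = inhibition above the screen-wide mean plus 3 SD, computed separately per campaign, cut at about 16% in these data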;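 note: 0% = DMSO wells and 100% = 60 µM geldanamycin wells; inhibitors lower the luminescence because luciferase stays unfolded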
IEC-6 cytotox: kills IEC-6 intestinal cells in KLF5 counter-screen; IEC-6 cytotoxicity, luminescence viability; inhibition, % at 5 µM; hit rate 0.78% among 290,000; AID 1825; in the data active = inhibition above about 22%;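 note: 0% = plate median of test compound wells and 100% = cytotoxic reference compound wells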
Active calls of the source: *; i = inactive; nt = no result given. An excerpt. The share of hits here may be higher or lower than overall.

structure	GSK3B inh	GSK3A inh	HSF1 inh	KLF5 inh	HSP90 refold inh	aSyn 5UTR inh	AI-2 QS mod	HSF-1 act	PolyA inhibitor	IEC-6 cytotox
Cc1ccccc1NC(=O)C(NC1CCCCC1)C(C)C (stereo unspecified)	2	-2	1	-8	0	-9	21	-1	i	3
Cc1cccc(NC(=O)c2nc[nH]c2C(=O)N[C@@H](C)C(=O)OCc2ccccc2)c1	2	-3	10	nt	nt	9	36	5	nt	nt
O=C(CCN1N=C(c2ccccc2)CCC1=O)NCC1CCCO1 (stereo unspecified)	1	-1	5	-21	-1	-23	26	2	i	2
COC(=O)C1(C)NC(c2ccc(F)cc2)C2C(=O)N(c3ccc(C)cc3)C(=O)C21 (stereo unspecified)	-6	-2	-9	-41	-3	8	10	0	i	-2
COc1ccc(OC)c(NC(=S)N2CCc3ccccc3C2)c1	1	-1	15	-28	-5	-14	9	16	i	1
COc1ccc(C(=O)OCCN2CCCCC2)cc1	4	1	9	-15	-4	-29	16	7	nt	-10
Cc1cc(C)n2ncc(S(=O)(=O)c3ccccc3)c2n1	5	0	2	-6	-1	23	28	-5	i	0
COc1ccc(S(=O)(=O)O/N=C2\CCSc3ccc(C)cc32)cc1	2	-2	15	-2	1	-9	10	42	i	2
C=CCCOc1ccccc1C(N)=O	2	-1	-6	-19	5	2	8	18	i	-1
O=C(c1ccc(Cl)cc1)N1CCC(c2nc(-c3cccs3)no2)CC1	-2	-1	-2	-3	-1	-17	21	12	i	-1
Cc1cccc(NC(=O)c2cnc3sccn3c2=O)c1C	3	nt	23	-125	1	-124	24	25	i	1
COc1ccc(S(=O)(=O)CCC(=O)N2CCN(c3ccc(F)cc3)CC2)cc1	-1	0	-1	-9	-4	22	11	12	i	3
CC(=O)C1=C(O)C(=O)N(CCC(=O)O)C1c1ccc(Cl)cc1Cl (stereo unspecified)	-2	0	-6	-9	3	26	5	-14	i	-2
COc1ccc(OCCCC(=O)Nc2cc(Cl)ccc2-n2cncn2)cc1	-1	-1	-9	nt	nt	18	-7	-8	i	nt
O=C(CS(=O)(=O)c1ccccc1)Nc1ccccn1	-1	0	-5	-15	2	-28	29	-4	i	0
COc1cc(Cl)c(C)cc1NC(=O)CN(C)Cc1cccc(OC)c1OC	-1	3	-1	18	3	-8	12	21	i	2
COC(=O)c1ccc(NC(=O)COc2ccc(S(=O)(=O)N3CCCCC3)cc2)cc1	0	nt	5	-22	2	-9	24	11	i	1
Cc1ccc(-n2c(-c3ccc(Cl)cc3)n[nH]c2=S)c(C)c1	3	-5	9	0	1	16	-7	13	i	-3
CC(=O)Nc1ccc(NC2=C(Cl)C(=O)c3ccccc3C2=O)cc1	3	nt	15	12	-4	-40	20	24	i	3
Cc1cc(-c2ccc(S(=O)(=O)N(C)Cc3ccccc3)cc2)on1	-2	nt	-2	-9	6	3	-10	-11	i	9
COc1ccc2occ(C(=O)c3cccs3)c2c1	-41	59*	36	-66	-4	-242	0	78*	i	-5
O=C1CS/C(=N/N=C/c2ccccc2OS(=O)(=O)c2ccccc2)N1	1	-2	2	-56	-4	8	13	4	i	4
O=C(COC(=O)c1ccc(Cl)nc1)Nc1nnc(-c2ccccc2)o1	4	-2	0	nt	nt	1	-11	-1	i	nt
CC(C)(C)C(=O)Nc1nc(-c2ccccc2)ns1	0	-2	4	-182	1	-146	10	44	i	1
COc1cccc2cc(C(=O)OCC(=O)NCc3ccc4c(c3)OCO4)c(=O)oc12	-1	-3	25	-7	-7	-92	5	45	i	-3
COc1ccc(C(=O)NCc2nc3ccccc3[nH]2)cc1OC	6	1	-3	-8	0	4	19	-6	i	0
COc1cc(OC)c2c(=O)cc(-c3cccnc3)oc2c1	-2	2	9	-24	0	-12	18	36	i	6
O=C(NNS(=O)(=O)c1ccc([N+](=O)[O-])cc1)c1cnn(-c2ccccc2)c1-n1cccc1	5	-4	2	-28	3	10	39	10	i	2
COc1ccc2nc(N(CCN(C)C)C(=O)/C=C/c3cccs3)sc2c1	3	-1	nt	-2	2	-21	9	nt	i	6
Cc1ccc(SC(C)C(=O)Nc2ccccc2-c2ccccc2)cc1 (stereo unspecified)	0	0	11	-10	4	22	5	29	i	-1
CCOc1ccc(OCCCN(C)C)cc1	-2	0	-4	-24	5	4	-8	-8	i	2
CC(C)NS(=O)(=O)c1ccc(OCC(=O)Nc2ccc3c(c2)OCO3)c(Cl)c1	3	-4	1	-32	3	-14	22	16	i	-1
COc1ccc(N(CC(=O)NC(C)c2ccccc2)S(=O)(=O)c2ccc(C)cc2)cc1 (stereo unspecified)	0	-2	9	15	1	28	7	9	i	1
O=C(NN1C(=O)c2ccccc2NC1c1ccoc1)c1ccccc1 (stereo unspecified)	0	-2	-25	-10	-3	-32	2	-43	i	-1
Cc1c(Nc2nc(-c3cccc([N+](=O)[O-])c3)cs2)c(=O)n(-c2ccccc2)n1C	-1	-2	nt	-27	0	21	15	nt	i	1
CC(C)Sc1nnc([C@H](C)NC(=O)OC(C)(C)C)o1	0	-3	-8	-6	3	5	17	5	i	-3
CC1=NOC(=O)/C1=C\c1ccc2c(c1)OCO2	2	2	-7	-10	1	5	34	3	i	-4
CCC(C)NC(=O)CCSc1ccc(C)cc1 (stereo unspecified)	7	nt	-2	-1	7	-14	15	8	i	3
O=C(Nc1ccc(Nc2ccccc2)cc1)c1ccccc1	-2	-1	15	nt	nt	-176	-91*	32	i	nt
COc1ccccc1N1CCN(c2nnc(-c3ccc(F)cc3)c3ccccc23)CC1	0	-2	-4	-13	-3	16	16	8	i	6
O=C(COC(=O)c1cnccn1)Nc1ccc2c(c1)OCO2	1	1	-8	-2	5	3	18	7	i	6
O=C1CC(Nc2ccc(N3CCOCC3)cc2)C(=O)N1C1CCCCC1 (stereo unspecified)	1	-4	-5	0	4	9	9	-10	i	2
Cc1ccc(-n2c(C)cc(C(=O)CSc3n[nH]c(N)n3)c2C)cc1	-1	-1	13	-27	-4	-55	2	-9	i	-3
COc1cc(NC(=O)COc2ccc(Br)cc2)ccc1NC(=O)C(C)C	-2	-2	13	0	-3	-4	17	11	i	3
Cc1ccc(S(=O)(=O)NC(C)C(=O)NC(C)c2cccs2)cc1 (stereo unspecified)	nt	0	4	-7	3	-4	nt	8	i	4
Cc1csc(NC(=O)CSc2nc(C(C)C)nc3c2c(=O)n(C)c(=O)n3C)n1	-3	1	-5	-31	0	25	9	-21	i	-4
COc1cccc(CN2CC(C(=O)NCc3ccc(C)c(F)c3)CCC2=O)c1 (stereo unspecified)	1	-1	-3	-41	0	-16	19	13	i	-4
COCCNC(=O)c1cn(C)c2ccc(S(=O)(=O)N3CCCC3)cc2c1=O	0	-3	-30	-2	-3	-19	23	-47	i	0
O=S(=O)(NCC1CCCO1)c1ccc(S(=O)(=O)N(Cc2ccccc2F)C2CCCCC2)cc1 (stereo unspecified)	-1	2	-4	-25	-1	14	14	17	i	-3
O=[N+]([O-])c1cc(C(F)(F)F)cc([N+](=O)[O-])c1N1CCCNCC1	-1	-2	0	-20	0	10	47	-2	i	5
COc1ccc(-c2csc(Nc3cccnc3)n2)cc1	-1	2	-5	-96	-3	-180	9	23	i	-6
O=S(=O)(Nc1cccnc1)c1ccccc1	1	-5	0	-12	-8	-15	2	28	i	-1
CCOCCCNC(=O)C(C)NS(=O)(=O)c1ccc(C)cc1 (stereo unspecified)	2	-2	0	-10	-2	4	-2	7	i	2
CCOC(=O)c1c(N)sc(C(O)(C(F)(F)F)C(F)(F)F)c1-c1ccc(Cl)cc1	5	-1	1	-8	-2	32	7	5	i	0
CCOc1ccc(NC(=O)Nc2nc(SCC)ns2)cc1	1	1	5	-32	7	-13	0	-7	i	6
COc1ccc(OC)c(-c2csc(NC(=O)CSc3ccc(Br)cc3)n2)c1	-4	0	10	-26	2	-9	8	26	i	2

Quoted at random: 2 compounds from above
structure	GSK3B inh	GSK3A inh	HSF1 inh	KLF5 inh	HSP90 refold inh	aSyn 5UTR inh	AI-2 QS mod	HSF-1 act	PolyA inhibitor	IEC-6 cytotox
O=S(=O)(NCC1CCCO1)c1ccc(S(=O)(=O)N(Cc2ccccc2F)C2CCCCC2)cc1 (stereo unspecified)	-1	2	-4	-25	-1	14	14	17	i	-3
CCOc1ccc(NC(=O)Nc2nc(SCC)ns2)cc1	1	1	5	-32	7	-13	0	-7	i	6

Next section
structure	GSK3B inh	GSK3A inh	HSF1 inh	KLF5 inh	HSP90 refold inh	aSyn 5UTR inh	AI-2 QS mod	HSF-1 act	PolyA inhibitor	IEC-6 cytotox
CCN(CC)CCCN=Cc1c(O)n(Cc2ccccc2)c(=O)c2ccccc12	-3	nt	-12	-18	-4	-10	29	13	i	8
Cc1c(C(=O)OCC(=O)Nc2c(C)n(C)n(-c3ccccc3)c2=O)oc2ccccc12	0	nt	2	-23	-2	14	20	2	i	-1
N=C1C(c2ccccc2)=C(O)CN1c1cccc(O)c1	-1	3	-2	-2	1	3	19	-3	i	-2
CC(NC(=O)CCc1ccc(S(=O)(=O)NC2CCCCC2)cc1)c1ccccc1 (stereo unspecified)	1	3	-1	-23	-3	7	20	9	i	-2
CC12CCC(=O)N1C(C(=O)Nc1ccc(SC(F)F)cc1)CS2 (stereo unspecified)	3	1	-3	nt	nt	-13	-94*	8	i	nt
C(=N\N1CCN(c2ccccn2)CC1)/C1=C(N2CCOCC2)C(=C/c2ccccc2)/CC1	-1	2	0	7	2	19	32	-8	i	0
C=CCn1c(-c2ccccc2)nc(=S)c2c1CCCC2	0	-4	-4	-8	0	23	25	1	i	6
CCN1CCN(S(=O)(=O)c2ccc(Oc3ccccc3OC)cc2)CC1	-1	-1	0	-53	-1	-4	-2	23	nt	-2
O=C(NCCO)C(c1ccccc1)c1ccccc1	1	3	-7	0	-3	11	-10	3	i	-4
CC(C)c1ccc(N2C(=NC(=O)C3CCCO3)SC3CS(=O)(=O)CC32)cc1 (stereo unspecified)	3	-2	-29	-27	7	10	-4	-48	i	0
COc1ccccc1NC(=O)c1cccc(N2C(=O)C3C4C=CC(C4)C3C2=O)c1 (stereo unspecified)	1	-2	6	-7	11	-27	2	9	i	0
CSc1ccccc1NC(=O)CN1CCN(Cc2ccccc2)CC1	1	-1	-2	-1	2	10	15	-2	i	0
CC(C)c1ccc(-n2cnn(-c3ncccc3[N+](=O)[O-])c2=O)cc1	3	0	26	-93	7	-27	21	54*	i	-3
CCc1ccc(OCC(=O)NNC(=O)C2CCN(c3ncnc4sc(C)c(C)c34)CC2)cc1	-1	-2	-3	nt	nt	8	11	-3	i	nt
Cn1ccnc1SCC(=O)Nc1ccc(F)c([N+](=O)[O-])c1	4	-1	-3	-2	7	-20	24	-2	i	7
CC(C)C1CC(CCN)(c2ccccc2)CCO1 (stereo unspecified)	4	2	-5	-6	5	-19	28	-5	i	-4
